KB-3-1 tox: qHTS assay for MDR1-selective chemotherapeutics: Primary screen using the parental adenocarcinoma cell KB-3-1; KB-3-1 viability, CellTiter-Glo ATP luminescence, 72 h; Potency, µM (doses to about 46.1 µM), without a hit: top-dose activity change, negative = cytotoxic, usual class: cytotoxic; hit rate 1.4% among 400,000; AID 1347075, 2019; note: potency is the fitted concentration of half-maximal effect; % is set by controls: 0 for no effect and ±100 for the full control effect; nearly all actives have a fitted effect of over 60% in size
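Parental KB-3-1 adenocarcinoma cells in phenol-red-free DMEM with 10% FBS were pin-treated with compounds at several concentrations, incubated 72 h at 37 °C, and viability read by CellTiter-Glo luminescence; concentration-effect curves were fitted after normalization.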
DRD3 agonist: qHTS of D3 Dopamine Receptor Agonist: qHTS; D(3) dopamine receptor (Homo sapiens), P35462; D3R DiscoveRx beta-arrestin cells, luminescence, 90 min; max activation, %; hit rate 0.58% among 410,000; in the data active = max activation above about 30%; note: 0% is about no effect; mostly tested at two doses, the higher about 12 µM
Target sequence (P35462 whole entry, looked up): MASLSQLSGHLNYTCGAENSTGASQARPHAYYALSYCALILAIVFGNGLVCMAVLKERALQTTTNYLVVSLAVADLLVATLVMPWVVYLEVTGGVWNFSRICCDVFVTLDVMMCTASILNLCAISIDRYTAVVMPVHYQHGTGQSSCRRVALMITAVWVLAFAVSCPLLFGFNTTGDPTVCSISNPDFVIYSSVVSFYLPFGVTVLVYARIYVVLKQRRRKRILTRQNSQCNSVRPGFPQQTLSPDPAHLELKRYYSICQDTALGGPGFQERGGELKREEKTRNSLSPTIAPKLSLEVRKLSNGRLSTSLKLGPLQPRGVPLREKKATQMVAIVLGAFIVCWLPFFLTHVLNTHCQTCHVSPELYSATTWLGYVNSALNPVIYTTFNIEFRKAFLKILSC
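Agonist-mode cell screen: cells plated at 1500/well and incubated overnight at 37 °C, then exposed to library compounds for 90 min at 37 °C. Detection reagent was added for 30–60 min at room temperature, and luminescence was read.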
KB-V1 cytotox: qHTS assay for MDR1-selective chemotherapeutics: Primary screen using the drug-selected MDR subline cells KB-V1; KB-V1 MDR cells viability, CellTiter-Glo, 72 h; Potency, µM (doses to about 46.1 µM), without a hit: at the top dose activity change, negative = cytotoxicity, most hits filed as cytotoxic; hit rate 3.4% among 400,000; note: potency is the fitted concentration of half-maximal effect; % is set by controls: 0 for no effect and ±100 for the full control effect; nearly all actives have a fitted effect of over 60% in size
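KB-V1 cells (P-gp-expressing MDR subline of KB-3-1) in phenol-red-free DMEM with 10% FBS were exposed to library compounds over a concentration series for 72 h at 37 degrees C. Viability read by CellTiter-Glo luminescence; concentration-effect curves fitted after normalization.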
* hit, by the source's call; ? = inconclusive. Unless noted, calls come from the whole dose curve; as a rule, active = well fitted cell-killing curve with a large enough effect; inconclusive = small, poorly fitted or top-dose-only effect, or effect the other way; inactive = flat fitted curve, though single readings scatter. This is a subset. The share of hits here may be higher or lower than overall.

SMILES,KB-3-1 tox,DRD3 agonist,KB-V1 cytotox
COc1ccc(Nc2oc(-c3ccc(COc4ccccc4)o3)nc2C#N)cc1,1%,0,3%
CC(C)c1ccc(C2N3CC4(C)CN2CC(c2ccccc2)(C3)C4=O)cc1 (stereo not given),0%,-21,7%
Cc1cc(C)c2oc(-c3ccc(NC(=O)c4cc(Br)ccc4Cl)cc3)nc2c1,-10%,5,-5%
COC(=O)c1c(Oc2ccc(OC)cc2)nnc(-c2ccccc2)c1-c1ccccc1,-24%,7,-16%
CCN(CC)C(=O)c1sc2c(c1C)c(=O)n(-c1ccc(C)c(C)c1)c(=O)n2Cc1cc(=O)n2c(C)cccc2n1,-6%,-20,?
CC1CCc2nc(NC(=O)COc3ccc(C(C)(C)C)cc3)sc2C1 (stereo not given),?,4,?
O=C(CSc1ncc2c(n1)-c1ccc(Cl)cc1N(Cc1ccccc1)S2(=O)=O)Nc1ccc(F)c(F)c1,-3%,-19,-1%
CCCCN(CC)CCCNC(=O)Cn1ncc2c([nH]c3ccc(C)cc32)c1=O,5%,-9,8%
CCC(=O)N1CCCc2cc(S(=O)(=O)N3CCC(C(=O)Nc4cccc(Cl)c4)CC3)ccc21,-6%,-1,1%
CCOC(=O)c1cc(-c2ccccc2)n(CCCC(=O)Nc2cccc(Cl)c2C)c1C,-5%,-21,2%
CCc1c(C)sc2c1CCN(C(=O)Nc1ccccc1C(=O)OC)C2c1ccc(F)cc1 (stereo not given),-3%,7,18%
CCN(Cc1ccccc1)Cc1c(O)ccc2c(=O)c(-c3ccccc3OC)c(C(F)(F)F)oc12,-32%,-7,13%
COc1ccc(N2CCN(C(=O)C3CCN(c4nc5ccc(C)cc5[nH]4)CC3)CC2)cc1,0%,8,-8%
CCCn1cc(S(=O)(=O)c2ccc(C)c(C)c2)c(=O)c2cc(F)c(N3CCC(C)CC3)cc21,1%,6,5%
COc1cc(OC)cc(C(=O)Nc2cc3c(cc2N2CCOCC2)n(C)c(=O)n3C)c1,1%,-18,-1%
O=C(CC1N=C2c3ccccc3N=C(SCc3ccc(Cl)cc3)N2C1=O)NCCc1ccccc1 (stereo not given),?,-9,-12%
O=C(CSc1nc2ccccc2nc1Cc1ccc(Cl)cc1)NCCc1ccccc1,-5%,-6,0%
COc1ccc2cc3c(N)nn(C(=O)c4ccc(OC)c(OC)c4)c3nc2c1,0%,-10,5%
CC(C)NC(=O)C1CCC(Cn2c(=O)c3sccc3n(CC(=O)NCc3ccccc3)c2=O)CC1 (stereo not given),11%,5,?
CCOC(=O)N1CCc2c(sc3c2C(=O)NC(c2cc(OC)c(OC)c(OC)c2)N3)C1 (stereo not given),16µM*,4,-23%
Cc1cccc(NC(=O)c2cc3c(C)nn(-c4ccccc4)c3s2)c1,-7%,10,-23%
CCCNC(=O)c1cnc2sc(N3CCCCC3)nn2c1=O,28%,3,4%
O=C(CCS(=O)(=O)c1cccs1)Nc1ccc(C(=O)Nc2ccccc2F)cc1,-10%,3,0%
CCOc1ccc(C(=O)c2cn(Cc3ccc(OC)cc3)c3cc(OC)c(OC)cc3c2=O)cc1,-12%,8,8%
CCOc1cc(C2C(C(=O)OC)=C(C)NC3=C2C(=O)c2ccccc23)c(Br)cc1O (stereo not given),8%,5,0%
CCC(=O)N1CCc2cc(Br)cc(S(=O)(=O)CCC(=O)N3CCN(c4cccc(C)c4)C(C)C3)c21 (stereo not given),-4%,4,12%
COc1cc(NC(=O)c2cc(-c3ccccc3O)no2)cc(OC)c1OC,?,-5,?
Cc1noc(Cn2c(=O)c3ccccc3n(CC(=O)Nc3ccc(F)cc3F)c2=O)n1,-7%,-10,-23%
CCOc1ccc(C(c2c(O)cc(C)n(CCOC)c2=O)N2CCN(c3ccc(F)cc3)CC2)cc1 (stereo not given),6%,-20,?
Cn1c(=O)[nH]c(=O)c2c1nc(N1CCOCC1)n2Cc1ccccc1,8%,-8,6%

One compound at a time, from the list above:
Entry for O=C(CC1N=C2c3ccccc3N=C(SCc3ccc(Cl)cc3)N2C1=O)NCCc1ccccc1 (stereo not given) → KB-3-1 tox: ?; DRD3 agonist: -9; KB-V1 cytotox: -12%
Entry for COc1cc(NC(=O)c2cc(-c3ccccc3O)no2)cc(OC)c1OC → KB-3-1 tox: ?; DRD3 agonist: -5; KB-V1 cytotox: ?

The listing continues:
SMILES,KB-3-1 tox,DRD3 agonist,KB-V1 cytotox
CCC(CC)C(=O)Nc1ccc(C(=O)OCc2cc(=O)n3nc(C4CC4)sc3n2)cc1,-12%,27,?
COc1ccc(C2c3cc(OC)c(OC)cc3CC(=O)N2c2cccc(C#N)c2)cc1 (stereo not given),-12%,-17,0%
O=C(c1ccccc1Cl)n1nc(-c2cccnc2)nc1NCc1ccc(F)cc1,1%,-19,1%
CCOC(=O)c1c(C)sc(-c2c(-c3cccc(Cl)c3)[nH]c3c2c(=O)n(C)c(=O)n3C)c1O,-12%,8,-22%
Cc1cc2ccccc2n2c(SCC(=O)Nc3cccc(C(F)(F)F)c3)nnc12,-1%,3,0%
Cc1nn2c(C)c(C(=O)NC(C)c3ccccc3)cnc2c1-c1ccc(F)cc1 (stereo not given),?,-12,-39%
COc1ccccc1CNC(=O)c1ccc(CS(=O)(=O)c2c(Cl)cccc2Cl)o1,3%,-3,-1%
Cc1ccccc1-c1nc2c(c(SCc3cccc(Cl)c3)n1)Cc1c(CO)cnc(C)c1O2,3%,5,21%
COc1ccc(CNC(=O)CCc2nc3cccnc3n2Cc2ccc(OC)cc2)cc1,6%,10,8%
COc1ccc(CNC(=O)c2ccc3c(c2)N(Cc2ccc(C)cc2)CCS3)cc1,1%,-8,0%
CCn1cc2nc(SCc3ccccc3F)n(Cc3ccc(C)cc3)c(=O)c2n1,13%,-6,-1%
COc1ccc(Nc2c3c(nc4ccc(NC(=O)c5ccc(F)cc5)cc24)CCCC3)cc1OC,-11%,-24,-2%
CCOC(=O)c1noc2ncnc(N3CCC(C)CC3)c12,-2%,-7,-3%
Cc1ccc(NC(=O)Cn2c(-c3cncs3)nc3ccccc32)cc1Br,-4%,3,11%
Cc1cccc(NC(=O)CN(c2ccc(C(C)C)cc2)S(=O)(=O)c2c(C)nn(C)c2C)c1C,-5%,-9,6%
COc1ccc(C)cc1NC(=O)c1cc2c(=O)n(Cc3cccnc3)ccc2nc1C,10%,-11,-4%
Cc1cn2c(=O)cc(COC(=O)COc3ccc(C)c(C)c3)nc2s1,9%,0,-3%
COc1ccc(-c2c3c(=O)n(C)c(=O)n(C)c3c3n2-c2ccccc2NC3c2ccccc2OC)cc1 (stereo not given),3%,7,?
O=C(CSc1nnc2scc(-c3ccc(Cl)cc3)n12)Nc1ccccc1F,1%,9,-14%
Cc1cc(C)cc(C(=O)NCC(c2ccc(N(C)C)cc2)N2CCCC2)c1 (stereo not given),10%,-23,4%
Nc1c(-c2nc(-c3ccccc3)cs2)c2ccccn2c1C(=O)c1ccc2c(c1)OCO2,?,-14,?
Cc1ccc(Cl)cc1N1CCN(C(=O)Cn2nc(C)c3sc4ccccc4c3c2=O)CC1,4%,-16,6%
Cc1cc2nn(-c3ccccc3)nc2cc1NC(=O)Cc1ccc(Cl)cc1,16%,-11,9%
COc1cc(OC)c(C2Nc3ccccc3-c3nnc(SCc4ccccc4)nc3O2)cc1OC (stereo not given),5%,8,0%
O=C1CN(C(=O)c2ccc(S(=O)(=O)N3CCCC3)cc2)C(c2ccccc2)c2cc(F)ccc2N1 (stereo not given),-17%,-5,?
Cc1ccc(C)c(NC(=O)C(=O)NCCc2csc3nc(-c4ccccc4C)nn23)c1,?,3,?
O=C(Cn1c(-c2cccs2)cc2ccccc21)NCc1ccccc1Br,-7%,8,1%
Brc1ccc(-c2nnc3sc(CN4CCCCC4)cn23)cc1,11%,-2,27%
Cc1cccc(CNC(=O)C2CCN(S(=O)(=O)c3cccc4nonc34)CC2)c1,6%,3,7%
COc1ccc(Nc2nnc(-c3ccc(C)c(S(N)(=O)=O)c3)c3ccccc23)cc1,2%,-11,9%

Next section; it opens with the 2 that closed the last part.
SMILES,KB-3-1 tox,DRD3 agonist,KB-V1 cytotox
Cc1cccc(CNC(=O)C2CCN(S(=O)(=O)c3cccc4nonc34)CC2)c1,6%,3,7%
COc1ccc(Nc2nnc(-c3ccc(C)c(S(N)(=O)=O)c3)c3ccccc23)cc1,2%,-11,9%
O=C(Cn1c2ncccc2c(=O)n1-c1ccccc1)Nc1cccc(C(F)(F)F)c1,6%,7,-7%
COc1ccc(NC(=O)CCn2cnnn2)cc1,2%,11,0%
COc1cc(CN(C(=O)c2ccc(OC(C)C)cc2)C2CCS(=O)(=O)C2)cc(OC)c1OC (stereo not given),-23%,0,-15%
Cc1cc(C)c2nc(N3CCCC(C(=O)NCc4cccc(Br)c4)C3)sc2c1 (stereo not given),5%,7,3%
Cc1ccccc1-c1nn2c(=O)cc(CN3CCN(S(=O)(=O)c4ccc(Cl)cc4)CC3)nc2s1,-15%,-17,4%
COc1ccc(-c2cn3c(n2)sc2cc(C(=O)Nc4ccc(F)cc4Cl)ccc23)cc1,-4%,-23,-16%
CCOC(=O)c1ccc(NC(=O)COc2cccc3c(=O)n(C)ccc23)cc1,-22%,1,-14%
CNC(=O)c1ccc(Nc2nnc(-c3ccc(C)c(S(=O)(=O)N4CCCCC4)c3)c3ccccc23)cc1,1%,-3,?
COCCNc1ncnc2c1c(-c1ccccc1)cn2-c1cccc(Cl)c1,3%,16,-21%
COc1ccccc1N(CC(=O)NCCSc1ccccc1)S(=O)(=O)c1ccc(C)cc1,-24%,3,-27%
COc1ccc(NC(=O)c2c(C)oc3ccc(O)c(CN4CCCCCC4)c23)cc1,-16%,-12,-12%
COc1cc(OC)c2c(C)c(CC(=O)NCCc3ccccc3OC)c(=O)oc2c1,25%,7,27%
CCOc1ccc(OCC)c(NC(=O)C(NS(=O)(=O)c2ccc(Br)s2)c2ccccc2)c1 (stereo not given),-2%,6,9%
COc1ccc(CNC(=O)CCn2nc(C)c3c(C)n(-c4ccccc4)nc3c2=O)cc1OC,1%,-7,?
Cc1cccc(NC(c2nnc(-c3ccccc3)o2)c2ccc(F)cc2Cl)c1C (stereo not given),2%,2,5%
O=c1[nH]c(=O)n(C2CCCCC2)c(O)c1C1=Nc2ccccc2SC(c2ccc(Cl)cc2)C1 (stereo not given),-1%,9,15%
Cc1ccc(NC(=O)c2ccc(NC(=O)N3CCSc4ncccc43)cc2)c(Cl)c1,-2%,7,-7%
O=C(Nc1ccc(Br)cc1F)C(NS(=O)(=O)c1cccc2nsnc12)c1ccccc1 (stereo not given),0%,-5,-4%
COc1ccc(NC(=O)CCCN2C(=O)CCn3nc(-c4cn(C)c5ccccc45)cc32)cc1,2%,-7,16%
CN1CCN(C(CNC(=O)C(=O)Nc2ccc(F)cc2)c2cccnc2)CC1 (stereo not given),0%,-16,8%
Cc1c(C(=O)N2CCCCCC2)c(S(=O)(=O)N(Cc2ccccc2)C(C)(C)C)c(C)n1C,2%,5,15%
Cc1ccc(S(=O)(=O)c2nnn3c2nc(NC2CCCCCC2)c2sccc23)cc1C,?,23,?
Cc1ccc2nc3c(cc(C#N)c(=O)n3-c3nnc(SCc4ccc(F)cc4)s3)c(=O)n2c1,0%,-1,8%
O=C(Cn1cc(S(=O)(=O)N2CCCC2)c(S(=O)(=O)N2CCCC2)c1)Nc1ccc(F)cc1,21%,9,?
Cc1cccc(C)c1OCCn1c(C2CC(=O)N(Cc3ccc(F)cc3)C2)nc2ccccc21 (stereo not given),5%,-8,15%
O=C(C1CC1)N1CCN(c2nc3c(F)cc(F)cc3s2)CC1,-19%,-9,-22%
O=C(NCCSc1c(-c2ccccc2)[nH]c2ccccc12)c1ccc(S(=O)(=O)N2CCOCC2)cc1,-12%,4,2%
O=C(Nc1nc2n(n1)C(c1ccc(Cl)cc1)C=C(c1ccccc1)N2)c1ccco1 (stereo not given),-5%,3,-3%

Compound activity deposited in PubChem BioAssay by National Center for Advancing Translational Sciences (NCATS).
